Screens from PubChem.
ROC1-CUL1 inh – blocks human RBX1-Cullin-1 di-ubiquitin formation. inhibition, % at 10 µM. hit rate 0.6% among 140,000. in vitro K48 di-Ub FRET, acceptor:donor ratio, 45 min; in the data active = inhibition above about 25%
Target sequence (P62877 whole entry, looked up): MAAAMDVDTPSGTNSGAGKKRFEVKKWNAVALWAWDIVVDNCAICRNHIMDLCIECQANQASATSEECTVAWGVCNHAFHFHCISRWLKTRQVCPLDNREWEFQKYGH
Target sequence (Q13616 whole entry, looked up): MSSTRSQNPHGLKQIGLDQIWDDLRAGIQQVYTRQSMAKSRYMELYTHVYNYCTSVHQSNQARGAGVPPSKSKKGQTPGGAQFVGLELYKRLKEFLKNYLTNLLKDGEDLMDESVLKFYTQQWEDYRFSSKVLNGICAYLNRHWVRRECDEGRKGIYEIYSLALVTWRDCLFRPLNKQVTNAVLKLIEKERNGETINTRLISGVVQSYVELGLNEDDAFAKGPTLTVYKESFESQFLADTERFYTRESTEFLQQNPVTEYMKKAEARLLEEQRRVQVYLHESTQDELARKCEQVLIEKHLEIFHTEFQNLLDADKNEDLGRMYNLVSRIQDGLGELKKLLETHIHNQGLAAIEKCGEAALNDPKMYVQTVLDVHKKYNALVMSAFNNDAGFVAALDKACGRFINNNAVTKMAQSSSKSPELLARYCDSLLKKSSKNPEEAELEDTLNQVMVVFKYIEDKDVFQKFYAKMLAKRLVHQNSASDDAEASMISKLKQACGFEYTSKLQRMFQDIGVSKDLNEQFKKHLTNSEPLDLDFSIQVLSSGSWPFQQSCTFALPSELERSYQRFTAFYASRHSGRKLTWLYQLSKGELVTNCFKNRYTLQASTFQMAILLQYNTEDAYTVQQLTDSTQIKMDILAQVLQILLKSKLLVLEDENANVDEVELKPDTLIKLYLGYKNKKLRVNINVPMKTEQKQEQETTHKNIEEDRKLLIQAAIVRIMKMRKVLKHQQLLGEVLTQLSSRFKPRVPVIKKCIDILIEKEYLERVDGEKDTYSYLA
* marks the source's active call; other numbers are inactive results.

nr	ROC1-CUL1 inh	mol
1	4.6	COc1cc(/C=c2\sc3n(c2=O)C(c2ccccc2)C2=C(N=3)c3ccccc3CC2)cc(OC)c1O (stereo not given)
2	8.9	Cc1c(CC(=O)NC(C)CO)c2c(n1C1CCCCC1)CC(C)(C)CC2=O (stereo not given)
3	0.5	Cc1nn(C(F)F)c(C)c1C(=O)N1CCN(C2C3CC4CC(C3)CC2C4)CC1 (stereo not given)
4	0.5	COc1ccc2c(CNCC(C)c3ccccc3)c(C(=O)O)n(Cc3ccc(F)cc3Cl)c2c1 (stereo not given)
5	49.7*	NC(=O)CSc1nc(N2CCOCC2)nc(N2CCOCC2)n1
6	5.2	COCCC(=O)N1CCC(CCC(=O)Nc2ccc(OC)cc2OC)CC1
7	-0.7	O=C(NNC(=S)NC(=O)c1ccc(-c2ccc(Br)cc2)o1)c1ccncc1
8	6.7	COc1ccc(CC(=O)NC(=S)Nc2ccc(S(=O)(=O)Nc3nc(C)cc(C)n3)cc2)cc1
9	0.6	CN(Cc1ccccc1)C(=O)c1ccc2c(c1)N(Cc1ccccc1F)C(=O)c1ccccc1S2(=O)=O
10	-1.3	Nc1cc(C(=O)N2CCOCC2)cc(C(=O)N2CCOCC2)c1
11	4.5	O=C1CC(N2CCCCC2)C(=O)N1c1ccc(Cl)c(C(F)(F)F)c1 (stereo not given)
12	-0.2	CCN1CCN(C(=O)C2CCN(S(=O)(=O)c3ccc(SC)cc3)CC2)CC1
13	6.1	Cc1ccc(NC(=O)Nc2ccc3c(c2)N(C)C(=O)c2ccccc2S3)c(C)c1
14	4.1	O=C(O)CSC12CC3CC(CC(C3)C1)C2
15	6.2	CCOC(=O)c1c(N)n(-c2ccc(CC)cc2)c2nc3ccccc3nc12
16	1.8	Cc1ccc(C(C)C)c(OC(=O)C2CC2)c1
17	0.3	Cc1ccc(CCNC(=O)c2cc(Nc3ccc(C)c(C)c3)nc3ccccc23)cc1
18	1.1	CC1CCc2c(sc3nnn(Cc4ccccc4Cl)c(=O)c23)C1 (stereo not given)
19	-1.0	COc1ccc(S(=O)(=O)Nc2cc(-c3cn4cccc(C)c4n3)ccc2C)cc1C
20	3.6	Cc1ccnc(NC(c2ccc3c(c2)OCO3)c2ccc3cccnc3c2O)c1 (stereo not given)
21	-5.4	Cc1ccccc1NC(=O)c1c(NC(=O)c2ccco2)sc2c1CCC(C(C)(C)C)C2 (stereo not given)
22	-1.0	Cc1ccc(-c2cn(CC3CCNCC3)nn2)cc1
23	-11.3	OC(c1ccccc1)C1(c2ccccc2)OC2CCCCCC[C@H]2O1 (stereo not given in full)
24	5.9	COc1ccc(CCNC(=O)C(C)n2c(=O)cc(C(F)(F)F)c3c(C)nn(C)c32)cc1OC (stereo not given)
25	-0.8	CC(=O)Nc1ccnn1C1CCN(C(=O)CN2CCCC(c3ccccc3)C2)CC1 (stereo not given)
26	8.9	O=C(CSc1nnc2ccc3ccccc3n12)c1ccc(Cl)c(Cl)c1
27	-9.1	CC(C)NC(=O)c1cc(-c2ccccc2)on1
28	-10.4	O=S1(=O)CC(c2ccccc2)C2CCCCC21 (stereo not given)
29	-1.8	CCCc1ccc(-c2cc(C(=O)N/N=C/c3ccsc3)c3ccccc3n2)cc1
30	-0.8	Clc1ccc2c(c1)c1c(n2Cc2ccccc2)-c2[nH]ncc2CC1
31	1.5	N#CC(C#N)=NNc1ccc(C#N)cc1
32	-6.3	Cc1oc(-c2ccc(C(=O)NCCC(C)C)cc2)nc1CN1CCc2ccccc21
33	-0.5	Cc1ccc(Cl)cc1NC(=O)C(Sc1ccccc1)c1ccccc1 (stereo not given)
34	-4.7	CN(C)c1ccccc1C(=O)NCC1CCC2(CCN(Cc3ccccc3)CC2)O1 (stereo not given)
35	-6.9	NS(=O)(=O)c1ccc(NC(=S)NC2CCCC2)cc1
36	7.5	O=C(c1ccccc1)N1CC(COc2ccccc2)OC(c2ccco2)O1 (stereo not given)
37	6.0	COc1cc(/C=C2\CC(C)OC2=O)cc(OC)c1OC (stereo not given)
38	-2.6	Clc1ccccc1CSc1nncn1NCc1ccccc1
39	1.5	N#Cc1cn(Cc2ccco2)c(=O)[nH]c1=O
40	1.5	O=c1[nH]c2ccccc2c(-c2ccccc2)c1Sc1nc2ccccc2o1
41	-4.6	Cc1ccccc1OCCn1c(-c2ccc(Cl)cc2)nc2ccccc2c1=O
42	0.9	Cc1cccc(C(=O)Oc2cccc3ccccc23)c1
43	5.4	CC(=O)C(C(C)=O)C(c1ccccc1)c1ccc(F)cc1 (stereo not given)
44	2.1	COc1ccc(Cn2c(=O)[nH]c3cc(C(=O)N4CCN(c5cc(C)ccc5C)CC4)ccc3c2=O)cc1
45	2.3	Cc1ccc(NC(=O)CN2C(=O)CCSc3ccc(S(=O)(=O)N4CCCC4)cc32)cc1
46	-6.6	O=C(NCc1ccccc1Cl)c1nnc(Cc2ccc(Cl)cc2)o1
47	7.0	O=C(Nc1ccccc1Cl)Nc1ccnn1C1CCN(Cc2ccc(CO)o2)CC1
48	2.9	O=C(NNc1ccccc1Br)C(O)(c1ccccc1)c1ccccc1
49	7.4	O=C(Nc1ccc(Br)cc1)C(=O)NC1CCCC1
50	-2.5	COc1ccc2cc(-c3ccccc3)oc2c1
51	-2.2	Cc1nn(C(=O)C23CC4CC(CC(C4)C2)C3)c(C)c1Sc1ccc(Br)cc1
52	2.6	O=C(CSc1nc2ccccc2o1)Nc1cc(C(F)(F)F)cc(C(F)(F)F)c1
53	-1.8	CCCCC(=O)Nc1ccc2nc(SCC(=O)N3CCOCC3)sc2c1
54	-0.4	COC(=O)CSc1nnc(-c2ccc(C)cc2)n1-c1ccc(C)cc1
55	-2.2	CCN(CC)c1ccc(NC(=O)COc2ccc(Cl)cc2Cl)c(C)c1
56	-1.9	COc1cccc(C(=O)Oc2ccc3c(C)cc(=O)oc3c2C(C)=O)c1
57	-13.4	CCOc1ccc(-c2csc(-c3c(N)c(C(=O)c4ccc5c(c4)OCO5)n4ccccc34)n2)cc1
58	-5.8	Cc1cc(C(F)(F)F)nn1CC(=O)N1CCCCC1
59	1.1	CC(C)C(=O)NC(=S)Nc1cccc(Cl)c1
60	-4.0	COc1ccc(CCCc2nnc(SCC(=O)Nc3cc(C)ccc3C)o2)cc1

Additional structures follow.
nr	ROC1-CUL1 inh	mol
61	-3.3	COc1cc(C(=O)OCCN(C)C(C)C)cc(OC)c1OC
62	-1.7	CCN(CC)S(=O)(=O)c1ccc(N2CCN(CCO)CC2)nc1
63	0.2	CCOC(=O)C(O)(c1ccc(NC(=O)c2ccc(C)cc2)cc1)C(F)(F)F (stereo not given)
64	-1.8	O=[N+]([O-])c1ccnc(Sc2ccc3ccccc3n2)c1
65	-6.1	Cc1ccnc(NC(=O)c2ccc(C)c(C)c2)c1
66	0.8	CC1=C(C(=O)Nc2ccccc2)C(c2cccs2)n2c(s/c(=C\c3cccs3)c2=O)=N1 (stereo not given)
67	2.3	O=C1CC(c2ccccc2F)c2cc(Br)c3ccccc3c2N1 (stereo not given)
68	4.9	CCOc1c(/C=C2/SC(=O)NC2=O)cccc1OC
69	-10.9	O=C1OC(c2ccccc2)=N/C1=C(\Sc1ccccn1)c1ccccc1
70	2.0	COc1cc(NS(=O)(=O)c2ccc(NC(=O)Nc3ccc(Cl)cc3)cc2)ncn1
71	5.6	COc1cccc(/C=N/NC(=O)COc2ccc(Cl)cc2)c1OCc1ccccc1Cl
72	3.5	O=C(NC1(C(F)(F)F)C(=O)N=C2C1C(=O)NC(=O)N2c1ccc(F)cc1)c1cccs1 (stereo not given)
73	-8.9	CCN(CCCNC(=O)c1cc2cc3ccc(OC)cc3nc2s1)c1cccc(C)c1
74	3.4	COc1ccc(-c2csc(NNC(=O)c3cc(OC)c(OC)c(OC)c3)n2)cc1
75	5.5	CCCn1c2ccccc2c2cnn(CC(=O)NCC3CCN(Cc4ccc(C)cc4)CC3)c(=O)c21
76	2.8	CN(CC1CCN(CCc2cccc(F)c2)CC1)C(=O)CCn1cncn1
77	-0.1	N#CC1=C(c2cccs2)C2CC(c3ccccc3)CCC2=NC1=S (stereo not given)
78	-4.3	c1ccc(-c2cc(N3CCCCC3)ncn2)cc1
79	6.4	Clc1ccc(-c2nnn3c2nc(NCc2ccc4c(c2)OCO4)c2ccccc23)cc1
80	-1.2	CSc1ccc(CNCC(O)c2ccccc2)cc1 (stereo not given)
81	-0.7	CN1C(=N)C(c2nc3cccnc3n2C)SC1=S (stereo not given)
82	6.7	CCN(CC)c1ccc(C2C3=C(CC(C)(C)CC3=O)N(c3ccc(OC)cc3)C(=N)C2C#N)cc1 (stereo not given)
83	-12.5	CCC(=O)N1CCc2cc(Br)cc(S(=O)(=O)N3CCCC(C(=O)Nc4cccc(Cl)c4C)C3)c21 (stereo not given)
84	0.4	COc1ncnc2c1N=C1CC(C)(C)CC(=Nc3ccccc3)C1S2 (stereo not given)
85	3.0	COc1cccc(-c2[nH]c3c(c2-c2c(-n4cccc4)n(C)c(=O)[nH]c2=O)c(=O)[nH]c(=O)n3C)c1
86	7.8	N#CCSc1nc(N)c2c3c(sc2n1)CCC3
87	1.8	c1ccc(-n2nnnc2-c2nnnn2-c2ccccc2)cc1
88	-4.0	Cc1ccccc1OCC(=O)N=C1C(=O)N(c2ccccc2)N(C)C1C (stereo not given)
89	2.1	COc1ccc(-c2cc(C(=O)Nc3c(F)c(F)c(F)c(F)c3F)c3ccccc3n2)cc1OC
90	7.2	Cc1[nH]nc2c1C(c1c(Cl)nc3sccn13)C(C#N)C(=N)O2 (stereo not given)
91	-8.5	CCCNC(=O)CCNS(=O)(=O)c1ccc2c(c1)c(=O)n(C)c(=O)n2C
92	-6.9	Cc1nc(-c2ccc(CN3CCC(Oc4ncccn4)CC3)cc2)[nH]c(=O)c1F
93	-2.3	Cc1ccc(C(C)C)c(OCc2ccc(C(=O)Nc3ccc(S(N)(=O)=O)cc3C)o2)c1
94	6.5	COC(=O)C1CC12C(=O)N(c1ccccc1)N=C2C (stereo not given)
95	-10.6	CCOc1cc(CC2=NC(=O)N(CC(=O)Nc3ccc(C)cc3)C2=O)ccc1OCc1ccccc1C#N
96	5.5	CN(CC1CCCN(CCc2ccc(Cl)cc2)C1)C(=O)Cn1cncn1 (stereo not given)
97	-3.1	NC1(CO)COC(c2ccncc2)OC1 (stereo not given)
98	4.9	C=C(C)COc1ccccc1NC(=O)CC
99	7.4	CCOC(=O)c1c(-c2ccc(F)cc2)csc1NC(=O)C(OC(C)=O)c1ccccc1 (stereo not given)
100	5.4	Cc1ccc(NC(=O)c2cc(S(=O)(=O)N3CCCCC3)c[nH]2)cc1F
101	11.4	COc1ccccc1CCNC(=O)Cc1c(C)c2cc3c(C(C)(C)C)coc3c(C)c2oc1=O
102	5.2	COc1cc(-c2[nH]nc3c2C(c2ccccc2Br)C(C#N)C(=N)O3)cc(OC)c1OC (stereo not given)
103	-1.8	Cc1ncc2c(c1CNC(=O)CSc1ncccn1)CCN(C(=O)c1cc3ccccc3o1)C2
104	6.9	CCC(C)NC(=O)c1ccc(CN2CCCC2)cc1 (stereo not given)
105	-2.9	CCCNC(=O)C1CCC(Cn2c(=O)c3sccc3n(CC(=O)N3CCCC(C)C3)c2=O)CC1 (stereo not given)
106	6.2	CCOC(=O)NC(NC1=NCCS1)(C(=O)OCC)C(F)(F)F (stereo not given)
107	5.0	COc1cccc(CNC(=O)C(=O)NCC(c2ccco2)S(=O)(=O)c2cccs2)c1 (stereo not given)
108	-2.3	Cc1cccc(C)c1N1CCN(C(=O)c2cc3ccccc3oc2=O)CC1
109	-0.3	CCc1ccc2oc(C(=O)Nc3sc4c(c3C(=O)NC)CCCC4)cc(=O)c2c1
110	-8.5	CCCNC(=O)CN(Cc1c(Cl)cccc1Cl)S(=O)(=O)c1ccc(Cl)cc1
111	3.9	CCc1nnc2sc(Cc3c(F)cccc3Cl)nn12
112	4.2	O=C(c1ccc(Cl)cc1)c1oc2ccc(Br)cc2c1-c1cnn(-c2ccccc2)c1
113	-1.8	COc1ccc(NC(=O)CC2C(=O)N(c3ccccc3)C(=O)N2Cc2cccnc2)cc1 (stereo not given)
114	-4.9	Cc1[nH]nc2c1C(c1cccc(I)c1)C(C#N)C(=N)O2 (stereo not given)
115	-6.5	O=C(Nc1ccc(-c2cscn2)cc1)C1CCCN1CC1CC1 (stereo not given)
116	-5.8	CC(=O)c1ccc(NC(=O)CSc2nc(-c3cccc(F)c3)nc3c2c(=O)n(C)c(=O)n3C)cc1
117	53.2*	CCOC(=O)C1=C(C)N=c2s/c(=C\c3cc(Br)c(O)c(OC)c3)c(=O)n2C1c1ccc(OC)cc1 (stereo not given)
118	-5.7	CCOC(=O)C/C=C1/c2ccccc2CSc2ccccc21
119	-0.1	O=C(OCc1nc2ccccc2s1)c1ccc([N+](=O)[O-])cc1
120	16.3	Cc1ccc2ncc(NC(=O)c3ccccc3C)c(=O)n2c1

(continued)
nr	ROC1-CUL1 inh	mol
121	-4.5	Brc1cncc(Br)c1Br
122	-8.5	O=C(Nc1cn(Cc2ccc(Cl)cc2)nc1Br)c1cc2nc3c(c(C(F)(F)F)n2n1)CCc1ccccc1-3
123	-3.1	CCOC(=O)C1=C(C)N=c2s/c(=C\c3ccc4c(c3)OCCO4)c(=O)n2C1c1cccs1 (stereo not given)
124	6.8	O=c1cc(C(F)F)nc(-c2cccc(CN3CCCOCC3)c2)[nH]1
125	9.7	CC(C)OC(=O)c1ccc(NC(=O)CSc2nnnn2-c2ccc(Cl)cc2)cc1

Some of the compounds tested, so the mix of outcomes need not match the whole.
